# NPY Y2 blocker: antagonists of human neuropeptide Y receptor Y2; P49146; NPY-Y2 expressing cells, antagonist mode; inhibition, % at 2.7 µM; 140,000 tested, 0.99% active; AID 793; in the data active means inhibition above about 17%;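 further: 0% = vehicle with agonist challenge and 100% = reference antagonist with challenge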
# Target sequence (P49146 whole entry, looked up): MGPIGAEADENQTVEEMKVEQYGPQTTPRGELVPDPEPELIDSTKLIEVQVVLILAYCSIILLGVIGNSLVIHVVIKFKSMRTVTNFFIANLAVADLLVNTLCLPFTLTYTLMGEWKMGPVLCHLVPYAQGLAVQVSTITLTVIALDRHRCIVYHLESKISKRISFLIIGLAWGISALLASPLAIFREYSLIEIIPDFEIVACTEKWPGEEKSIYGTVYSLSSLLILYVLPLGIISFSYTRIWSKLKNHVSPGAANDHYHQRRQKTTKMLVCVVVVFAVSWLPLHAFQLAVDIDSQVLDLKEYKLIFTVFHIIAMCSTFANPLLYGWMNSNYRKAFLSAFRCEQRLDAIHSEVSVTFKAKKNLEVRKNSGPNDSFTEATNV
# Yeast lifespan up: yeast lifespan extension. S. cerevisiae growth with nicotinamide, OD615; deaD strain in restrictive glucose medium. inhibition of the nicotinamide effect, % at 10 µM. 130,000 tested, 0.68% active. AID 775;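 active means inhibition above a set limit, placed 3 SD over the median of all compounds, cut at about 26% in these data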;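 further: 0% = nicotinamide-treated wells and 100% = cells grown without nicotinamide; some compounds called inactive have numbers as strong as hits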
#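 Buffer or medium: CSMM-D glucose medium, restrictive; test system: modified budding yeast, DeaD strain; compound: single dose 10 µM compound, 0.25% DMSO; schedule: culture preincubation 4 h, compound exposure 48 h, both 30 °C; detection: optical density (absorbance) at 615 nm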
# bCat KO growth: beta-catenin-lacking colon tumor cell growth suppression; HCT116 beta-catenin knockout viability, CellTiter-Glo, 60 h; active compounds read low; 140,000 tested, 1.5% active; viability, % at 10 µM;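 active means viability at or under a set limit, the compound median less 4 SD, cut at about 6% in these data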;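 further: 0% = Hyamine 1622 control at 20 µM and 100% = untreated cell control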
# GALR2 blocker: blocks the human galanin receptor 2; O43603; GALR2-expressing cells, antagonist mode; inhibition, % at 4 µM; 140,000 tested, 0.39% active; AID 828; in the data active means inhibition above about 27%;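 further: cells stimulated with galanin 1-16 at roughly its EC80; 0% = agonist challenge control and 100% = basal control without agonist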
# Target sequence (O43603 whole entry, looked up): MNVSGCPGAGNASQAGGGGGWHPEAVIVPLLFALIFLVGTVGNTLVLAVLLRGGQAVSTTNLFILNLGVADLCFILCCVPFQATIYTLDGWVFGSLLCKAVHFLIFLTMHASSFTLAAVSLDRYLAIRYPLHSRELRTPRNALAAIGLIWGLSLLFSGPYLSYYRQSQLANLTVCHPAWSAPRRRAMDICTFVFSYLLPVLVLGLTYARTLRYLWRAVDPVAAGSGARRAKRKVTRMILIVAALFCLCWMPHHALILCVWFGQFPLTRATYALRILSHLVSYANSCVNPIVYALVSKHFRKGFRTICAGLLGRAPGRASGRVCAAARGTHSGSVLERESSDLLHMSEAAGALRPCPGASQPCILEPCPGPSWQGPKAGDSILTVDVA
# Yeast growth inh: chemicals that inhibit yeast BB579 growth in restrictive medium (lifespan-shortening candidates) | inhibition, % at 10 µM | S. cerevisiae BB579 growth, OD615, 48 h | 140,000 tested, 0.51% active | AID 804;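 active means inhibition above a set limit, 3 SD over the mean compound inhibition, cut at about 44% in these data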; further: inactives centre near -24
#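 test system = yeast BB579 (DeaD) | buffer or medium = restrictive CSMM-D medium | doses = single compound dose of 10 µM, 0.25% DMSO final | times = 4 h preincubation and 48 h exposure at 30 °C | technique = culture absorbance at 615 nm | benchmarks = amphotericin B 10 µg/mL, positive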
# HCT116 PTEN-null: growth suppressors of cells with PTEN tumor suppressor deletion; HCT116 PTEN-null viability, CellTiter-Glo, 60 h; active compounds read low; viability, % at 10 µM; 140,000 tested, 1.2% active; AID 827;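 active means viability at or below a set limit, 4 SD under the median of all tested compounds, cut at about 3.7% in these data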;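 further: PTEN knockout HCT116 line with beta catenin targeted HCT116 as companion control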
# MRP1 act: activates MRP-1. AID 799. 140,000 tested, 0.61% active. H69AR cells + doxorubicin, viability rescue, CellTiter-Glo. viability increase, % at 10 µM;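 active means viability gain under doxorubicin at or above a set limit, the compound median plus 3 SD, cut at about 4.7% in these data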;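 further: MRP-1 overexpressing cells given doxorubicin 25 µM after compound pretreatment; 18-22 h compound pretreatment then 72 h with doxorubicin before readout; 0% = doxorubicin-only wells and 100% = vehicle-treated cells without doxorubicin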
# E-sel TNF inh: blocks E-selectin expression induced by TNF alpha. 120,000 tested, 0.71% active. AID 1246. inhibition, % at 2 µM. HUVEC TNFa-induced E-selectin immunofluorescence, high content;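 active means inhibition above the batch mean plus 3 SD, and confirmed as a hit on visual image review, cut at about 43% in these data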;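 further: 0% = TNF-stimulated DMSO wells and 100% = unstimulated control wells; not every result past the cut was called active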
# Measles CPE: protection of cells from measles virus | Measles virus-infected cells, CPE protection, absorbance | protection (pct of control), % at 4 µM | 140,000 tested, 1.5% active | AID 841; in the data active means protection mostly above about 24%, no sharp cut-off; inactive means mostly below about 26%; further: some compounds called inactive have numbers as strong as hits
# Phagocyt inh: inhibitors of macrophage phagocytosis. J774A.1 macrophage IgG-bead phagocytosis, imaging. inhibition, % at 5 µM. 110,000 tested, 0.07% active. AID 1029;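 active means inhibition above the mean of the plate negative controls plus 5 SD, cut at about 13% in these data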;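 further: phagocytic index as fraction of beads internalized from green versus red external bead signal; plate controls were DMSO negative control for no effect and cytochalasin-D positive control for full effect; some results beyond the cut were filed as inactive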
# Starred values were filed as active, the others as inactive; nt = no result given.
1: CCOC(=O)C1=C(C)N=c2s/c(=C\c3ccc(OCC(=O)O)cc3)c(=O)n2C1c1ccc(OC(C)C)cc1 (stereo not given)
2: CCN(CC)CCn1c2ccccc2c2cnc(N=CN(C)C)c(C#N)c21
3: O=C(c1ccco1)N1CCN(c2cc(=O)n(-c3ccc(Cl)cc3)c(=O)[nH]2)CC1
4: Cc1ccccc1OCC(=O)Nc1ccc(N2CCN(S(C)(=O)=O)CC2)cc1
5: CCC(C)NCCOCCOc1ccc(C)cc1Br (stereo not given)
6: Cn1c(=O)[nH]c(=O)c2c1nc(N1CCCCC1)n2CCCSc1nnnn1-c1ccccc1
7: Cn1c(C(=O)NCCCN2CCCCC2)cc2sccc21
8: Cc1n[nH]c(=O)nc1NCCN(C)C
Screen / compound no.	1	2	3	4	5	6	7	8
NPY Y2 blocker	0	3	6	0	5	1	1	2
Yeast lifespan up	8	-18	-10	-8	4	-4	-4	-7
bCat KO growth	90	17	92	91	58	73	100	102
GALR2 blocker	8	11	-5	-8	0	-37	-4	-1
Yeast growth inh	-31	-44	3	-49	-29	-60	-19	-51
HCT116 PTEN-null	95	22	103	86	59	81	96	107
MRP1 act	2.3	-3.6	1.1	-2.0	-4.0	-2.1	-2.1	-0.1
E-sel TNF inh	nt	-9	-2	4	-4	89*	2	nt
Measles CPE	25	7	5	3	5	17	2	8
Phagocyt inh	-5	-2	0	-1	-3	-5	-3	-1

9: COc1ccc(C(=O)NNC(=O)CSc2nnc(COc3ccccc3OC)n2C)cc1
10: COc1ccc(C)cc1NC(=O)C(OC(=O)c1cccc(S(=O)(=O)N(C)c2ccccc2)c1)c1ccccc1 (stereo not given)
11: Fc1ccc(CSc2nc3ncccc3[nH]2)cc1
12: Cc1c(C(=O)NCCSCc2c(Cl)cccc2Cl)cccc1[N+](=O)[O-]
13: Cc1ccc(-n2c(C)nc3c(cnn3-c3ccc(F)cc3)c2=O)cc1C
14: COc1ccc(N2C(=O)C3C(C2=O)C2C=CC3C23CC3)c(OC)c1 (stereo not given)
15: CN(C)c1ccc(N=Cc2nc(-c3ccccc3)oc2OC(=O)c2cccc(Br)c2)cc1
16: CCOC(=O)c1c(NC(=O)Cn2nc(C(F)F)cc2C(F)F)sc(C)c1C
Screen / compound no.	9	10	11	12	13	14	15	16
NPY Y2 blocker	-1	0	2	13	9	0	3	6
Yeast lifespan up	3	-6	17	-14	-21	-2	6	-6
bCat KO growth	94	71	97	92	76	86	97	102
GALR2 blocker	-4	4	-8	15	-1	6	2	-10
Yeast growth inh	-58	-21	-13	-53	-15	-35	-20	-23
HCT116 PTEN-null	105	85	85	81	79	96	90	93
MRP1 act	-1.7	-2.0	-0.7	-4.0	-1.7	-2.0	-1.8	-1.4
E-sel TNF inh	-3	-9	12	19	-8	nt	nt	8
Measles CPE	6	9	8	5	27	18	4	6
Phagocyt inh	-6	-6	2	-5	nt	-1	nt	0

17: O=C(NCCCN1CCOCC1)c1csc2c1CCCC2
18: COc1ccc(CC(=O)Nc2ccc(-c3nc4cc(C)ccc4o3)c(O)c2)cc1OC
19: O=S(=O)(N1CCCCC1)N1CCN(c2ccccc2F)CC1
20: CCOC(=O)C(C)Oc1cccc2c(=O)n(CC(=O)NCc3ccco3)ccc12 (stereo not given)
21: O=C(NNc1c2ccccc2nc2ccccc12)c1cccc(O)c1
22: Cc1cc2nn(-c3cccc4ccccc34)nc2cc1NC(=O)c1cccs1
23: COc1ccc(OC)c(C2=NOC(C(=O)N3CCCc4ccccc43)C2)c1 (stereo not given)
24: O=C(NCc1cccnc1)C1CC(c2ccc(F)cc2)=NO1 (stereo not given)
Screen / compound no.	17	18	19	20	21	22	23	24
NPY Y2 blocker	-3	0	4	6	1	4	0	3
Yeast lifespan up	-6	-14	-5	-3	-1	-14	-2	-2
bCat KO growth	89	13	96	14	45	89	94	78
GALR2 blocker	8	-2	-11	17	2	-7	-7	11
Yeast growth inh	-10	-20	6	-15	-5	-29	-9	-33
HCT116 PTEN-null	99	8	89	16	45	83	93	90
MRP1 act	-1.3	-5.4	-2.8	-3.4	-3.0	0.0	-1.2	-1.5
E-sel TNF inh	-4	-9	16	nt	nt	17	11	-11
Measles CPE	4	13	25	7	9	22	52*	25
Phagocyt inh	-2	3	-1	nt	-8	2	nt	-1

25: COc1cccc(NC(=O)CCc2nc(-c3ccccc3F)no2)c1
26: O=C(Nc1ccc(O)c2c(=O)cc(-c3ccccc3Cl)oc12)c1cccc(Cl)c1
27: CN(C)c1ccc(NC2=C([N+](=O)[O-])CS(=O)(=O)C2)cc1
28: O=c1[nH]cnc2ccccc12
29: COc1ccc(N(CC(=O)O)S(=O)(=O)c2ccc(OC)c(OC)c2)cc1
30: CCCS(=O)(=O)n1nc(-c2ccc(OC)cc2)cc1N
31: Cc1c(NC(=O)CSc2cccc3cccnc23)c(=O)n(-c2ccccc2)n1C
32: O=C(/C=C/c1ccccc1)Nc1cc(S(=O)(=O)N2CCOCC2)ccc1N1CCCC1
Screen / compound no.	25	26	27	28	29	30	31	32
NPY Y2 blocker	8	5	0	1	5	1	0	2
Yeast lifespan up	-8	11	-8	3	29*	-10	1	-1
bCat KO growth	104	83	95	101	94	96	18	85
GALR2 blocker	-6	-7	1	11	-17	-5	-1	-10
Yeast growth inh	-26	-45	-79	-19	-23	-42	20	-28
HCT116 PTEN-null	109	80	101	101	100	100	7	75
MRP1 act	-0.6	-2.2	-0.8	0.2	-0.8	-1.1	-5.8	-3.6
E-sel TNF inh	20	20	20	nt	19	nt	18	nt
Measles CPE	3	7	13	4	11	27*	14	15
Phagocyt inh	-2	nt	nt	nt	-1	0	-2	-1

# Values in list order from the list:
# HCT116 PTEN-null for nos. 25–31, in order: 109, 80, 101, 101, 100, 100, 7
# NPY Y2 blocker for nos. 25–31, in order: 8, 5, 0, 1, 5, 1, 0

# Following part
33: CCN1C(=O)/C(=C\N2CCCCCC2)SC1=S
34: CCOC(=O)C1CCN(CC(=O)Nc2c(C(=O)OC)[nH]c3ccccc23)CC1
35: CC(C)(C)NC(=O)c1cc(F)c(F)cc1Cl
36: Oc1csc(Cc2nc(-c3ccc4ccccc4c3)cs2)n1
37: C=CCNC(=S)/N=c1\sccn1C
38: COc1ccc(/C=N/NC(=O)c2c([N+](=O)[O-])c(C)nn2C)cc1
39: COc1ccc2c(CC(=O)Nc3nnc(C4CC4)s3)coc2c1
40: O=C(N/N=C/c1ccco1)c1ccccn1
Screen / compound no.	33	34	35	36	37	38	39	40
NPY Y2 blocker	4	3	2	1	2	2	3	-2
Yeast lifespan up	-14	-3	-8	-12	-5	2	-4	-19
bCat KO growth	91	75	103	6	89	106	104	95
GALR2 blocker	-3	-5	-9	10	6	-2	-15	-13
Yeast growth inh	4	19	-57	2	-13	2	-94	-13
HCT116 PTEN-null	77	85	108	8	107	107	110	89
MRP1 act	-3.4	-1.0	0.5	-1.4	-0.4	-1.3	-0.2	-2.6
E-sel TNF inh	nt	-3	2	-15	12	nt	-22	18
Measles CPE	15	11	7	12	21	3	14	7
Phagocyt inh	-1	-1	1	nt	4	-16	-5	-2

# Single values from above:
# GALR2 blocker with cpd 40 : -13
# Yeast lifespan up with cpd 36 : -12
# MRP1 act with cpd 38 : -1.3

# (further entries)
41: Nc1c2c(nc3sc4c(c13)CCCCC4)CCCCC2
42: C/C=C/C=N/Nc1nc(-c2ccc([N+](=O)[O-])cc2)cs1
43: CNC(=O)c1ccc2c(c1)nnn2C
44: Cc1ccc(C(=O)/C=C2/NC(=O)CS2)cc1
45: CCN(CC)S(=O)(=O)c1ccc(NC(=O)c2ccc(NS(C)(=O)=O)cc2)cc1
46: CCC(=O)NC(=S)Nc1ccccc1C(=O)NC1CCCCC1
47: O=C(c1cc2c(s1)CCCC2)N1CCN(C(=O)C2CCCO2)CC1 (stereo not given)
48: COc1ccccc1N(C)S(=O)(=O)c1ccc(C(=O)OCC(=O)NCc2ccco2)cc1
Screen / compound no.	41	42	43	44	45	46	47	48
NPY Y2 blocker	12	-3	4	-2	2	0	0	2
Yeast lifespan up	2	-7	5	nt	-13	2	-2	-16
bCat KO growth	58	82	92	99	90	101	96	91
GALR2 blocker	-2	-1	-11	-8	9	3	-9	1
Yeast growth inh	-17	-15	-29	-39	-59	-19	-98	-12
HCT116 PTEN-null	62	99	95	87	89	97	98	111
MRP1 act	-2.0	0.7	-1.3	2.9	-1.9	-0.8	-0.6	-0.8
E-sel TNF inh	nt	nt	12	-9	nt	nt	-7	-7
Measles CPE	49*	11	3	6	5	28	22	6
Phagocyt inh	-6	-3	-4	nt	0	-6	1	-2

# In the list so far, 2 have bromine:
5: CCC(C)NCCOCCOc1ccc(C)cc1Br (stereo not given)
15: CN(C)c1ccc(N=Cc2nc(-c3ccccc3)oc2OC(=O)c2cccc(Br)c2)cc1
Screen / compound no.	5	15
NPY Y2 blocker	5	3
Yeast lifespan up	4	6
bCat KO growth	58	97
GALR2 blocker	0	2
Yeast growth inh	-29	-20
HCT116 PTEN-null	59	90
MRP1 act	-4.0	-1.8
E-sel TNF inh	-4	nt
Measles CPE	5	4
Phagocyt inh	-3	nt

# (next part)
49: CNC(=O)Cn1ncc2c(C)n(Cc3ccc(C)cc3)c(C)c2c1=O
50: O=c1c2ccccc2sc2nc(C3CCCCC3)n(Cc3ccco3)c(=O)c12
51: CC(C)(C)c1cc(CN(CCO)CCO)cc(C(C)(C)C)c1O
52: Cc1nn(-c2ccccc2)c(Cl)c1/C=N/Nc1nc2ccccc2[nH]1
53: CCOC(=O)N1CCN(Cc2nc3c(c(=O)[nH]c(=O)n3C)n2Cc2ccccc2C)CC1
54: C[N+]1(CC(=O)Nc2ccccc2Cl)CCN(C(=O)c2cccs2)CC1
55: Cc1ccc(-n2ncc3c(N4CCC5(CC4)OCCO5)ncnc32)c(C)c1
56: COc1ccccc1N(C(=O)CN1C(=O)c2ccccc2S1(=O)=O)C(C(=O)NCC1CCCO1)c1ccc(F)cc1 (stereo not given)
57: O=C(CNC(=O)c1ccc(Br)cc1)NCCc1nc2ccccc2[nH]1
Screen / compound no.	49	50	51	52	53	54	55	56	57
NPY Y2 blocker	1	1	2	8	3	0	2	0	0
Yeast lifespan up	-11	13	4	1	10	-4	-10	3	-12
bCat KO growth	97	80	96	32	86	103	73	98	50
GALR2 blocker	5	-8	0	13	-14	-6	-8	6	-7
Yeast growth inh	-4	-49	-48	-6	-48	-19	22	-36	-2
HCT116 PTEN-null	91	69	105	29	85	95	73	100	50
MRP1 act	-1.6	-1.6	-0.3	-5.3	-4.0	-1.4	-4.5	-1.5	-0.7
E-sel TNF inh	nt	24	-15	nt	-8	30	5	-24	-11
Measles CPE	3	2	4	1	9	8	9	5	22
Phagocyt inh	-2	3	-1	-6	nt	0	0	nt	0

# Marked active in Yeast lifespan up (from the list above):
nr	mol	NPY Y2 blocker	Yeast lifespan up	GALR2 blocker	Yeast growth inh	E-sel TNF inh	Measles CPE	Phagocyt inh
29	COc1ccc(N(CC(=O)O)S(=O)(=O)c2ccc(OC)c(OC)c2)cc1	5	29*	-17	-23	19	11	-1

# Screening results: PubChem, several laboratories
